Assay outcomes (PubChem)
PKM2 act: qHTS Assay for Activators of Human Muscle isoform 2 Pyruvate Kinase. Pyruvate kinase PKM (Homo sapiens), P14618. purified PKM2, Kinase-Glo ATP luminescence, activation; response scale: 0% is enzyme alone, no compound. Potency, µM (titrated, usually from 57.5 µM), for the others: at the top dose activation, hits mostly activators. hit rate 0.34% among 260,000. AID 1631, 2009; further: potency means the concentration at half of the fitted maximal effect; on the % scale 0 is the no-effect control and ±100 the full control effect; nearly all actives have a fitted effect of over 55% in size
Target sequence (P14618 whole entry, looked up, canonical isoform): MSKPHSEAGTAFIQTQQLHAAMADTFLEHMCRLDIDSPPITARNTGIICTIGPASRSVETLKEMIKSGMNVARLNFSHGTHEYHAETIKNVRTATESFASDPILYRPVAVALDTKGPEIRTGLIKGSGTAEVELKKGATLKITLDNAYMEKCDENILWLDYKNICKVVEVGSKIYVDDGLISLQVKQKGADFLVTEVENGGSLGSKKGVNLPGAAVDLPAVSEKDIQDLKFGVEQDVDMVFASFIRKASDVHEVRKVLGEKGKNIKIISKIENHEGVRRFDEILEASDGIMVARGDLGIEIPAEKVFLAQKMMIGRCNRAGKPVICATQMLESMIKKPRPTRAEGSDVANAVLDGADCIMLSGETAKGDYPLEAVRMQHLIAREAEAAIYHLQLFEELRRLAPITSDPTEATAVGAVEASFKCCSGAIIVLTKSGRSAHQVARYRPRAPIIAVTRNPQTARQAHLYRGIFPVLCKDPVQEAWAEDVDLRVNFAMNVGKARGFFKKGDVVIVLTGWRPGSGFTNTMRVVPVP
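ATP formation by purified human PK-M2, quantified via coupled luciferase luminescence after 1 h at room temperature with 0.1 mM ADP and 0.5 mM PEP final.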
FLuc modulator: qHTS profiling assay for firefly luciferase inhibitor/activator using purifed enzyme and Km concentrations of substrates (counterscreen for miR-21 project). Luciferin 4-monooxygenase (Photinus pyralis), P08659. hit rate 6.9% among 360,000. Potency, µM (titrated, usually from 57.5 µM), without a hit: at the top dose activity change, negative = inhibition, hits mostly inhibitors. purified FLuc, Km substrates, luminescence inhibition;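 further: potency means the concentration at half of the fitted maximal effect; plate controls were vehicle for no effect and reference inhibitor for full effect; nearly all actives have a fitted effect of over 55% in size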
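Biochemical qHTS of compounds, final roughly 60 µM downward over six points, against 10 nM purified firefly luciferase using Km concentrations of substrates (10 uM D-luciferin, 10 uM ATP) in Tris acetate pH 7.5 buffer; luminescence output.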
Rab9 promoter act: qHTS Assay for Rab9 Promoter Activators. Huh7 Rab9 promoter-luciferase reporter, luminescence, 24 h. Potency, µM (top dose mostly 9.22 µM), for the others: at the highest dose activation, negative = inhibition, most hits filed as activators. hit rate 2.8% among 320,000; further: potency means the concentration at half of the fitted maximal effect; % of control where 0% means no effect; nearly all actives have a fitted effect of over 60% in size
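Huh7 reporter line, Rab9 promoter upstream of luciferase. Compound exposure 24 h at 37 °C in reduced-serum medium with 10% FBS. Read-out: luminescence.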
NPC1 promoter act: qHTS Assay for NPC1 Promoter Activators; Huh7 NPC1 promoter luciferase reporter, 24 h; hit rate 2.4% among 320,000; Potency, µM (series often up to 9.22 µM), without a hit: top-dose activation, usual class: activators;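 further: potency means the concentration at half of the fitted maximal effect; % of control where 0% means no effect; nearly all actives have a fitted effect of over 60% in size; reporter is driven by a mutant NPC1 promoter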
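Huh7 cells stably carrying NPC1 promoter–luciferase, plated in Opti-MEM with 10% FBS for 2 h, were exposed to compound in DMSO for 24 h at 37 °C; luciferase reagent was added for 10 min and luminescence read.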
MBNL1 CUG block: qHTS Assay for Inhibitors of MBNL1-poly(CUG) RNA binding; Muscleblind-like protein 1 (Homo sapiens), Q9NR56; TR-FRET MBNL1-His/biotin-(CUG)12 binding, 665/545 ratio; Potency, µM (titrated, usually from 57.5 µM), for the others: at the top dose activity change, negative = inhibition, most hits filed as inhibitors; hit rate 0.036% among 280,000; AID 2675, 2010; active means well fitted inhibition curve with a large enough effect in the signal ratio, with a control signal flat, not every such curve was filed as active; inconclusive means small, poorly fitted or top-dose-only effect, or effect the other way, or a change in a side signal; inactive means no such curve, though single readings can be large or run the other way; the % refers to the signal ratio; further: potency means the concentration at half of the fitted maximal effect; on the % scale 0 is the no-effect control and ±100 the full control effect
Target sequence (Q9NR56 whole entry, looked up): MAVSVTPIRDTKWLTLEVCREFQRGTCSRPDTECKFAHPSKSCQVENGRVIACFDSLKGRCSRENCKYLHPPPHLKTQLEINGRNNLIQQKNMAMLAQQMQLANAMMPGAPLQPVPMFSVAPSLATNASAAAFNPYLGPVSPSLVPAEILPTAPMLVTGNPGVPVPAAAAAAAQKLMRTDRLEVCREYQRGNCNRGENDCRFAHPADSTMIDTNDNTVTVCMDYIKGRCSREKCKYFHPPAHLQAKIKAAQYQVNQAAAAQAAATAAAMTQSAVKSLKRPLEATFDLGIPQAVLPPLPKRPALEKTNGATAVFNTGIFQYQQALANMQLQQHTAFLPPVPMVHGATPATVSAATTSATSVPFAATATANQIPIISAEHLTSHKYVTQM
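TR-FRET between His-tagged MBNL1 and biotin-(CUG)12 RNA, detected with Tb anti-His antibody (0.055 ng/ul) and streptavidin-XL665 (5 nM), 60 min at room temperature. Compounds titrated 92 nM to 58 uM; 665/545 nm ratio normalized to buffer and complex controls.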
Mito fusion act: qHTS Assay for Small Molecule Inhibitors of Mitochondrial Division or Activators of Mitochondrial Fusion; S. cerevisiae fusion-defective mutant growth rescue, CellTiterGlo 48 h; Potency, µM (highest dose often 46.1 µM), without a hit: at the top dose growth rescue (activation), most hits filed as activators; hit rate 0.23% among 320,000;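 further: potency means the concentration at half of the fitted maximal effect; % of control where 0% means no effect; nearly all actives have a fitted effect of over 45% in size; temperature-sensitive fusion mutants such as fzo1-1 at 37 °C on non-fermentable ethanol glycerol medium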
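Growth-rescue viability read-out: after 48 h at the non-permissive 37C in glycerol/ethanol YPEG, yeast mitochondrial fusion mutants are measured by CellTiterGlo luminescence; compounds (23 nl pinned per well) restoring growth score as division inhibitors or fusion activators.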
Gal4-VP16 FLuc: VP16 counterscreen qHTS for inhibitors of ROR gamma transcriptional activity. Drosophila S2 Gal4-VP16 UAS-luciferase, luminescence, 20 h. Potency, µM (series often up to 53.6 µM), for the others: at the top dose activity, negative = inhibition, actives largely listed as inhibitors. hit rate 3.5% among 310,000. AID 2546, 2010;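 further: Gal4-VP16 expression switched on by copper sulfate through the metallothionein promoter; potency means the concentration at half of the fitted maximal effect; on the % scale 0 is the no-effect control and ±100 the full control effect; nearly all actives have a fitted effect of over 50% in size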
Menin-MLL TR inh: qHTS Assay for Inhibitors Targeting the Menin-MLL Interaction in MLL Related Leukemias: Competition With Texas Red Labeled MLL-derived Mutant Peptide | Menin + Texas Red MLL mutant peptide, fluorescence polarization | Potency, µM (doses to about 61.6 µM), for the others: top-dose FP activity change, negative = inhibition, actives largely listed as inhibitors | hit rate 0.23% among 270,000 | AID 1768, 2009; active means well fitted inhibition curve with a large enough effect in the polarisation, with a control signal flat, not every such curve was filed as active; inconclusive means small, poorly fitted or top-dose-only effect, or effect the other way, or a change in a side signal; inactive means no such curve, though single readings can be large or run the other way; the % refers to the polarisation; further: potency means the concentration at half of the fitted maximal effect; % of control where 0% means no effect; many of its hits are not listed in these tables
RORgamma inh: qHTS for inhibitors of ROR gamma transcriptional activity | Nuclear receptor ROR-gamma (Mus musculus), P51450 | Drosophila S2 Gal4-RORgamma UAS-luciferase reporter, 20 h | Potency, µM (series often up to 53.6 µM), for the others: at the top dose activity change, negative = inhibition, actives largely listed as inhibitors | hit rate 5.4% among 310,000; further: potency means the concentration at half of the fitted maximal effect; on the % scale 0 is the no-effect control and ±100 the full control effect; nearly all actives have a fitted effect of over 60% in size
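Using a luciferase readout, inhibitors were identified by reduced reporter activity in Drosophila cells coexpressing a copper-inducible Gal4–ROR gamma fusion and UAS-driven Photinus luciferase, incubated 20 hr after 700 uM copper sulfate.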
KCNH2 3.1 inh: qHTS for Inhibitors of KCHN2 3.1: Mutant qHTS. Potassium voltage-gated channel subfamily H member 2, brain isoform KCNH2 3.1 (human). U2OS KCNH2 3.1, thallium flux FluxOr; active compounds read low. activity change, % (tested at about 1.8 µM). hit rate 0.95% among 340,000. AID 720553, 2013;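 active means maximum activity change below -70%; inconclusive means maximum activity change from -70% to -50%; inactive means maximum activity change above -50%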;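 further: thallium influx rate constant from kinetic fluorescence after stimulation buffer; on the % scale 0 is the no-effect control and ±100 the full control effect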
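Thallium flux read-out: FluxOr dye with Red40 quencher in HBSS/HEPES, 45 min at RT. Rate constants from kinetic reads were normalized to positive and negative DMSO controls. Cells: U2OS virally expressing the 3.1 isoform.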
ELG1 repair inh: qHTS screen for small molecules that inhibit ELG1-dependent DNA repair in human embryonic kidney (HEK293T) cells expressing luciferase-tagged ELG1; HEK293T ELG1-luciferase reporter, luminescence, 16 h; DNA damage induced by 5-fluorouridine; Potency, µM (titrated, usually from 46.1 µM), without a hit: at the highest dose activity change, negative = inhibition, hits mostly inhibitors; hit rate 2.3% among 330,000; further: potency means the concentration at half of the fitted maximal effect; on the % scale 0 is the no-effect control and ±100 the full control effect; nearly all actives have a fitted effect of over 55% in size
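Reporter activity after DNA damage by 5-fluorouridine is monitored. Compound-treated cells incubate 16 hr at 37 °C, then ONE-Glo is added for 30 min before luminescence reading.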
Active calls of the source: *; ? = inconclusive; nt = not tested or not shown; [ ] = remark or other dose. Unless noted, the call rests on the fitted dose curve; in most records, active means well fitted curve in the direction sought with a large enough effect; inconclusive means small, poorly fitted or top-dose-only effect, or another doubt; inactive means no such curve, though single readings can be large; an effect the other way counts as inactive or inconclusive. Some of the compounds tested; count on the stated rates, not on these rows.

Results follow in this order: PKM2 act	FLuc modulator	Rab9 promoter act	NPC1 promoter act	MBNL1 CUG block	Mito fusion act	Gal4-VP16 FLuc	Menin-MLL TR inh	RORgamma inh	KCNH2 3.1 inh	ELG1 repair inh
[1] CCC(C)NC(=O)c1cn(CC)c2cc(N3CCN(C(=O)c4ccco4)CC3)c(F)cc2c1=O (centres undefined)
→ nt	-3%	-2%	-8%	4%	2%	-1%	nt	37%	-15	21µM*
[2] NC(=S)C(c1ccccc1)c1ncc(C(F)(F)F)cc1Cl (centres undefined)
→ nt	0%	-10%	-2%	-2%	-17%	?	-14%	6.3µM*	-40	11%
[3] CCOC(=O)C1CCCN(CCC(=O)Nc2ccc(C)cc2)C1 (centres undefined)
→ 8%	0%	-8%	0%	0%	-3%	-3%	1%	-27%	7	19%
[4] O=C(OCn1cncn1)c1ccc(Cl)cc1Cl
→ 19%	-4%	9%	12%	-7%	0%	-15%	1%	-10%	6	3%
[5] COC(=O)c1cc2nc(-c3ccccc3)cc(C(F)(F)F)n2n1
→ 1%	0%	-3%	-1%	?	0%	-8%	9%	-21%	-13	1%
[6] CCOc1ccc(OCC)c(N=c2oc3c(C)ncc(CO)c3cc2C(N)=O)c1
→ -3%	1%	0%	-7%	?	-2%	2%	9%	15%	19	?
[7] CCC1C(=O)C(CC)C(c2ccccc2)NC1c1ccccc1 (centres undefined)
→ nt	-2%	-3%	-1%	7%	-44%[inhibitor]	1%	?	0.28µM*	-2	-10%
[8] CCOC(=S)SCC(=O)N1CCc2ccccc2C1C1C(=O)CCCC1=O (centres undefined)
→ 15%	-2%	-7%	-2%	11%	19%	-15%	-4%	-10%	7	16%
[9] C/C(=N/NC(=O)C1CC1(c1ccccc1)c1ccccc1)c1cccs1 (centres undefined)
→ ?	2%	-3%	-8%	-12%	9%	?	0%	24%	8	-2%
[10] Cc1nn(C(C)C(=O)N2CCN(c3ccccn3)CC2)c(=O)c2cc3occc3n12 (centres undefined)
→ 6%	4%	nt	nt	-6%	-2%	4%	4%	29%	4	nt
[11] COc1ccc(CC(=O)NNS(=O)(=O)c2ccc3ccccc3c2)cc1OC
→ 1%	3%	1%	1%	-14%	-1%	-10%	-2%	3%	20	-11%
[12] O=C(Cc1ccc(Cl)cc1)Nc1ccc(-c2nnc(-c3ccco3)o2)cc1
→ 5%	-1%	27%	10%	?	2%	?	30%	?	-16	?
[13] CC(C)C[C@H](NC(=O)c1nc[nH]c1C(=O)NC1CCN(C(=O)OC(C)(C)C)CC1)C(=O)OCc1ccccc1
→ -1%	-2%	3%	-5%	-9%	14%	?	?	-22%	nt	15%
[14] Cc1ccc(NC(=O)COC(=O)C2CSC3(C)CCC(=O)N23)c(C)c1 (centres undefined)
→ nt	6%	-4%	-1%	nt	-5%	nt	nt	nt	4	7%
[15] Cc1ccc(-n2nc3c(c2NC(=O)c2ccccc2Br)CS(=O)C3)cc1 (centres undefined)
→ -8%	6%	-14%	-4%	-4%	0%	13%	0%	-4%	10	?
[16] CN(CC(=O)Nc1ccc(Cl)c(C(F)(F)F)c1)C(=O)CCN1C(=O)C2CCCCC2C1=O (centres undefined)
→ nt	-7%	-1%	-2%	nt	-4%	nt	nt	nt	-29	4%
[17] CCCCc1nc2cc(C(=O)NCc3ccccn3)ccc2o1
→ nt	-10%	12%	2%	-6%	2%	4%	-9%	0%	-1	?
[18] CC(c1nnc(SCC(=O)N2CCc3ccccc32)n1-c1ccc(Cl)cc1)N(C)C (centres undefined)
→ 0%	0%	-7%	-5%	0%	-2%	-3%	-7%	4%	1	4%
[19] CCCNC(=O)c1nn2c(C(F)(F)F)cc(-c3ccccc3)nc2c1Cl
→ 3%	3%	-3%	-3%	3%	4%	-2%	3%	14%	-2	2%
[20] Cc1ccc(Cl)cc1NC(=S)N(CCN(C)C)C(C)c1ccccn1 (centres undefined)
→ -1%	1%	2%	12%	-2%	-2%	0%	-2%	10µM*	-6	-25%
[21] C#Cc1ccc([C@H]2C=C(C(=O)N3CCN(Cc4ccc5c(c4)OCO5)CC3)O[C@@H](OCc3ccc(CO)cc3)C2)cc1
→ 1%	-1%	-5%	-4%	3%	13%	-11%	?	17%	31	1.6µM*
[22] CCC(c1nnnn1Cc1ccco1)N1CCN(c2cc(Cl)ccc2C)CC1 (centres undefined)
→ 2%	0%	-5%	-1%	-2%	2%	-2%	-5%	4%	-19	-7%
[23] O=C(O)C1CC(=O)N(c2ccc3c(c2)OCCO3)C1 (centres undefined)
→ -6%	-5%	2%	-1%	15%	-1%	3%	2%	-35%	24	0%
[24] Cc1cccc2sc(NC(=O)C3CCCO3)nc12 (centres undefined)
→ 5%	?	?	?	-6%	1%	15%	25%	6%	-13	?
[25] COC(=O)c1ccccc1NC(=O)c1ccccc1N(C)S(C)(=O)=O
→ 4%	-2%	-2%	-2%	-1%	-6%	nt	14%	40%[0.365 µM]	0	10%
[26] Cn1nc(C(F)(F)F)c2cc(C(=O)Nc3ccc(F)c(Cl)c3)sc21
→ -12%	-3%	-10%	-6%	-5%	-5%	-7%	nt	28%	7	?
[27] COCCn1c(SCC(=O)Nc2ccc(N3CCOCC3)cc2)nc2ccccc21
→ 9%	-16%	1%	1%	4%	-3%	5%	7%	13%	4	-11%
[28] CCOc1ccccc1CNC(=O)CCN1C(=O)COc2ccccc21
→ 0%	-2%	1%	0%	4%	3%	-2%	-11%	48%	-5	-23%
[29] CCS(=O)(=O)Nc1ccc(C(=O)NCCSc2ccccc2)cc1
→ 2%	?	23%	30%	-4%	0%	?	12%	?	-24	?
[30] COc1ccc2nc(C)cc(Nc3ccc(N4CCOCC4)cc3)c2c1
→ -3%	0%	2%	0%	?	-2%	0%	-30%	-22%	-1	-1%
[31] Cc1cccc(NC(=O)Nc2cc(C)on2)c1
→ -16%	?	nt	nt	13%	0%	9%	0%	11%	-2	nt
[32] COc1ccc(-n2nnnc2CNC(=O)c2ccc3c(c2)OCO3)cc1
→ nt	0%	0%	-4%	nt	-5%	nt	nt	nt	-14	-3%
[33] Oc1ccc(Br)cc1Cn1nnc2ccccc21
→ -5%	4%	2%	-1%	2%	14%	0%	12%	36%	15	4%
[34] O=[N+]([O-])c1nn(-c2ccc(Cl)cc2)n(O)c1=NCc1cccnc1
→ 5%	?	1%	14%	nt	?	-26%	-1%	40%[10 µM]	0	?
[35] O=C(c1ccc2c(c1)OCO2)N1CCN(c2ccc(F)cc2)CC1
→ 4%	2%	-3%	3%	5%	-2%	10%	0%	6%	-2	19%
[36] Cc1ccc(OCCN2CCN(C(=O)CCC(=O)Nc3nnc(C)s3)CC2)cc1
→ 2%	15%	1%	-1%	-2%	3%	-5%	10%	?	-6	-11%
[37] O=C1CC(/C=C/c2ccc(Cl)cc2)=Nc2ccccc2N1
→ 1%	4.3µM*	1.3µM*	2.2µM*	6%	-4%	29%	-11%	?	-13	?
[38] CSCCC(NS(=O)(=O)c1ccccc1F)C(=O)NCc1ccncc1 (centres undefined)
→ nt	7%	-2%	1%	nt	-6%	nt	nt	nt	-15	?
[39] CC(=O)N1c2ccc(S(=O)(=O)NCCC(=O)Nc3ccc(C)c(Cl)c3)cc2CC1C (centres undefined)
→ nt	-1%	-2%	0%	-5%	-2%	?	11%	31%	1	-3%
